Screening results: PubChem, The Scripps Research Institute Molecular Screening Center
M1 antag = antagonists of human M1 muscarinic receptor; 360,000 tested, 1.3% active; CHO-K1 hM1, Fluo-8 calcium fluorescence, ACh EC80 antagonist; P11229; inhibition, % at 3 µM; AID 588852;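 active = percent inhibition above its own plate's cutoff, namely the mean of that plate's compound wells plus 3 SD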;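 also: peak over basal fluorescence ratio during 140 s after agonist addition; 0% = ACh EC80 plus DMSO and 100% = DMSO alone without agonist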
Target sequence (P11229 whole entry, looked up): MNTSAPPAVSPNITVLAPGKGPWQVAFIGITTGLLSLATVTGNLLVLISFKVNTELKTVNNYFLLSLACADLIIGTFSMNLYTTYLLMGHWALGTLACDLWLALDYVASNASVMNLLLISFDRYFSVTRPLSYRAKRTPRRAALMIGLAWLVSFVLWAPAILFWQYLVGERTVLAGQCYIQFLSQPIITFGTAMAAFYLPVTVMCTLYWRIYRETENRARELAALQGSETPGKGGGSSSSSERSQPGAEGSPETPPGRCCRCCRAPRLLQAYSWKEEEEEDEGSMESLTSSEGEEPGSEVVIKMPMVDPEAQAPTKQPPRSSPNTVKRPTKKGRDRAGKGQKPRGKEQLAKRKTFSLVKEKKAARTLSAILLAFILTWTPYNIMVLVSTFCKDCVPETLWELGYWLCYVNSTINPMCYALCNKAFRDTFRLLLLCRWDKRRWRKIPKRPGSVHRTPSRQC
OXTR potentiate = human OXTR potentiation | CHO-OTR cells, Fluo-8 calcium fluorescence, potentiator mode; 0% = oxytocin EC15, 100% = EC100 | 320,000 tested, 0.061% active | P30559 | activation, % at 3 µM;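 active = activation above that plate's cutoff, the mean activation of tested compounds plus 3 SD, cut at about 6.6% in these data, passing the limit was not always enough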;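 also: 100% uses oxytocin at 75 nM as the full agonist control; some results filed as inactive read as strong as hits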
Target sequence (P30559 whole entry, looked up): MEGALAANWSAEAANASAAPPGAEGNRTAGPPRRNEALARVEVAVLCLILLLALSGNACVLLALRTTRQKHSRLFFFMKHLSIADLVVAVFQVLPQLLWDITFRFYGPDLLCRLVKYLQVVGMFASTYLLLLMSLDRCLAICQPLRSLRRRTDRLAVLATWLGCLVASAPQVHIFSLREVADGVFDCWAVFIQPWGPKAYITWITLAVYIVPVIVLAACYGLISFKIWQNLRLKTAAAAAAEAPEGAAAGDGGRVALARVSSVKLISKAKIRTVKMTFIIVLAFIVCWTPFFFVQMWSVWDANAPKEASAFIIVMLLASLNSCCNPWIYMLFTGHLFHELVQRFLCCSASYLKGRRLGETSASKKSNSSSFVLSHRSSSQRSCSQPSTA
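Assay system: CHO-OTR cells, human receptor / Also added: oxytocin at about EC15, sub-maximal agonist stimulus / Dosing: single dose, 3.0 µM nominal final compound concentration / Incubation: 6 min pre-incubation, 100 s read / Technique: Fluo-8 calcium dye fluorescence / Read-out: % activation vs EC15 and EC100 oxytocin / Benchmarks: EC15 oxytocin low, 75 nM oxytocin high / Replicates: singlicate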
CHO-K1 Ca antag = nonselective inhibitor or artifact in parental CHO-K1 cells | ATP-induced calcium, Fluo-8 fluorescence | inhibition, % at 3 µM | 360,000 tested, 0.6% active | AID 602250;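 active = inhibition above a per-plate cutoff, the plate's mean sample inhibition plus 3 SD, cut at about 24% in these data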;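 also: 0% = DMSO plus EC80 ATP and 100% = DMSO alone without ATP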
TAAR1 antagonist = human TAAR1 antagonism. Q96RJ0. CHO RD-HGA16 TAAR1, Fluo-8 calcium fluorescence, antagonist. inhibition, % at 3 µM. 360,000 tested, 1.5% active. AID 624466;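 active = inhibition above a per-plate cutoff, the mean inhibition of test compounds on that plate plus 3 SD, cut at about 49% in these data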;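 also: 0% = DMSO plus EC80 beta-PEA response and 100% = DMSO alone without agonist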
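Test system: hTAAR1-expressing CHO RD-HGA16 cells, Gα16-coupled; Probe or stimulus: EC80 β-phenethylamine stimulus; Compound dosing: single nominal final test compound concentration of 3 µM; Timing: 140 s kinetic read after compound, 140 s after agonist; Signal: Fluo-8 calcium-sensitive fluorescence; Measure: % inhibition of agonist calcium response; Controls: DMSO and EC80 PEA controls.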
TAAR1 agonist = human TAAR1 agonism. Q96RJ0. CHO RD-HGA16 TAAR1, Fluo-8 calcium fluorescence; vehicle wells 0%, saturating PEA agonist 100%. activation, % at 3 µM. 360,000 tested, 0.99% active;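 active = activation above the mean activation of all test compounds in the run plus 3 SD, cut at about 38% in these data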
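System: CHO-derived RD-HGA16 cells with stable Gα16 and human TAAR1. Times: 17-24 h plating, Fluo-8 75 min 37 °C, 30 min RT. Measured by: calcium-sensitive Fluo-8 signal, excitation 470-495, emission 515-575 nm. Read-out basis: % activation relative to PEA EC100 response. Control set: DMSO and PEA EC100. Repeats: no replicates (n 1).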
CHO-K1 Ca PAM = M1 PAM counterscreen hit in parental CHO-K1 cells | activation, % at 3 µM | ATP EC20, Fluo-8 calcium fluorescence; 0% at ATP EC20, 100% at ATP max | 360,000 tested, 0.02% active | AID 602247;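 active = activation above the run cutoff, the mean activation of all test compounds plus 3 SD, cut at about 40% in these data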;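 also: peak over basal fluorescence ratio in a 140 s read after ATP addition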
M1 ag = human M1 muscarinic receptor agonism. P11229. CHO-K1 hM1, Fluo-8 calcium fluorescence, agonist mode; 0% DMSO, 100% acetylcholine EC100. activation, % at 3 µM. 360,000 tested, 0.33% active. AID 588814;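 active = activation above the run's mean compound activation plus 3 SD, cut at about 16% in these data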;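 also: peak over basal fluorescence ratio within a 140 s kinetic read after compound addition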
M1 ag parental = counter-screen for M1 agonists: effect in parental CHO-K1 cells. Fluo-8 calcium fluorescence; scaled to maximal ATP response, vehicle zero. activation, % at 3 µM. 360,000 tested, 0.48% active. AID 602248; in the data active = activation above about 15%;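 also: untransfected CHO-K1 host cells lacking M1 receptor as counterscreen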
CHO parental Ca = signal in parental CHO cells, OX1R antagonist counter-screen; parental CHO-K1, ATP-induced calcium, Fluo-8 fluorescence; inhibition, % at 5.6 µM; 330,000 tested, 0.63% active;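 active = inhibition above that plate's mean sample inhibition plus 3 SD, cut at about 26% in these data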;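 also: 0% = ATP-challenged DMSO wells and 100% = DMSO wells without ATP; some compounds past the cut are filed as inactive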
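Test system: untransfected parental CHO cell line. Compound: one dose, 5.6 µM nominal. Detection: intracellular calcium via Fluo-8 no-wash fluorescent dye. Measure: % inhibition. Benchmarks: ATP-challenged DMSO wells low, unchallenged DMSO wells high.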
An asterisk follows results filed as active; . = no result given.

# | mol | M1 antag | OXTR potentiate | CHO-K1 Ca antag | TAAR1 antagonist | TAAR1 agonist | CHO-K1 Ca PAM | M1 ag | M1 ag parental | CHO parental Ca
1 | COc1ccccc1Oc1ccc(NC(=O)Cc2ccccc2)cc1 | -12 | -11 | -3 | 6 | 5 | 2 | -2 | 1.3 | -7
2 | CN(C)S(=O)(=O)c1cccc(NC(=O)CCc2nc3sc4c(c3c(=O)[nH]2)CCCC4)c1 | 2 | -8 | -8 | 35 | 4 | 3 | -5 | 2.3 | -9
3 | NC(Cc1ccc(Cl)cc1)c1csc(Nc2ccc(C(=O)c3ccccc3)cc2)n1 (stereo not drawn) | -4 | . | 1 | 44 | 33 | 19 | 8 | 3.8 | .
4 | NC(=O)c1sc2nc3c(c(-c4ccc(Cl)cc4)c2c1N)CCCC3 | -9 | -4 | 0 | 16 | 18 | 19 | -2 | 2.5 | -28
5 | O=C(CC(C(=O)O)c1cccc(Cl)c1)c1ccccc1 (stereo not drawn) | -6 | -6 | -4 | -3 | 2 | 6 | -1 | 0.5 | 2
6 | CC1CCC(NC(=O)COC(=O)c2ccco2)CC1 (stereo not drawn) | 0 | -7 | -13 | 3 | 1 | -3 | -3 | 0.7 | -2
7 | CCOC(=O)N1CCN(C(=O)COc2ccc3ccccc3c2Br)CC1 | -5 | . | -5 | -37 | 6 | -5 | -1 | 2.1 | .
8 | Cc1cc(C)nc(SCc2nnc(SCC(=O)Nc3nccs3)n2Cc2ccco2)n1 | -5 | -12 | 1 | -23 | 3 | 17 | -4 | 4.5 | -7
9 | N#Cc1cccc(C#N)c1NCC1CCCO1 (stereo not drawn) | -1 | -14 | -4 | -11 | 7 | -7 | -3 | -0.1 | -7
10 | Cc1ccc(S(=O)(=O)N(C)C)cc1NC(=S)N1CCN(Cc2ccc3c(c2)OCO3)CC1 | -4 | -19 | 2 | 0 | 8 | 0 | -13 | 4.3 | 8
11 | CN(C)Cc1c(O)ccc2c1O/C(=C\C=C\c1ccccc1)C2=O | -10 | -6 | -2 | 4 | 4 | -2 | -3 | 0.5 | 2
12 | NC1=NC(=O)/C(=C/c2c(OS(=O)(=O)c3ccc(Cl)cc3)ccc3ccccc23)S1 | -6 | 2 | -10 | -1 | 1 | 24 | -4 | 1.4 | -18
13 | O=S(=O)(Cc1ccccc1Cl)N1CCN(Cc2ccc3c(c2)OCO3)CC1 | -3 | -7 | 6 | 2 | 13 | 1 | -3 | 2.2 | -9
14 | COc1ccc(OCC(O)CN2CCN(c3ccc(Cl)cc3)CC2)cc1 (stereo not drawn) | -6 | -21 | -5 | -4 | 5 | 5 | -2 | 12 | -6
15 | CC1CCC(NC(=O)c2nn(C)c3c2CSc2ccccc2-3)CC1 (stereo not drawn) | 4 | -8 | -11 | 4 | -2 | 16 | -6 | 0.1 | -14
16 | Cc1ccc(C(=O)NCC(=O)N(C)Cc2cccc(F)c2)s1 | -3 | . | -3 | -5 | 0 | -7 | -2 | 0.0 | .
17 | COc1ccc(CCNC(=O)COC(=O)Cc2c[nH]c3ccccc23)cc1OC | 0 | -5 | -4 | 22 | 6 | -4 | 1 | 0.9 | -11
18 | N#CCSc1nnc(COc2ccc3ccccc3c2)o1 | 1 | -19 | 1 | -2 | 9 | 1 | -1 | 1.0 | 6
19 | O=C(O)c1cccc2c1-c1ccc(Cl)cc1C2=O | -3 | . | 3 | -19 | 1 | -20 | -2 | -0.4 | .
20 | c1cncc(-c2nnc3n2CCC3)c1 | -10 | -5 | -3 | -6 | -3 | 10 | -5 | 0.3 | -14
21 | CCC(C)Nc1nc2c(C)cccn2c(=O)c1C=Nc1ccc(OC)cc1 (stereo not drawn) | -4 | -7 | -17 | 24 | 10 | 16 | -6 | 0.6 | -14
22 | Cc1ccc(NC(=O)C(CC(C)C)NC(=O)C2CCC(C)CC2)nc1 (stereo not drawn) | -14 | -5 | -3 | -8 | 6 | 5 | 0 | -0.2 | -16
23 | O=C(/C=C/[C@H]1O[C@@H](n2ccc(=O)[nH]c2=O)[C@H](O)[C@@H]1O)NCCN1CCCCC1 | -30 | . | -11 | -22 | 5 | -4 | 5 | -0.1 | .
24 | N#Cc1ccc(Oc2cccc(C(=O)O)c2)cc1C#N | -7 | -6 | -4 | -6 | 2 | 15 | 0 | 0.4 | 2
25 | C[C@@H](N)C(=O)N[C@H]1CCC2C3CC=C4C[C@@H](O)CC[C@]4(C)C3CC[C@@]21C (stereo partly drawn) | -1 | . | -8 | -3 | 6 | 12 | -7 | 1.6 | .
26 | COc1ccccc1-n1c(COc2ccccc2-c2ccccc2)nnc1SCC(=O)c1c(N)n(C)c(=O)n(C)c1=O | -20 | -2 | 2 | -17 | 5 | -6 | 2 | -0.4 | -18
27 | CCc1ccc(OCC(=O)N2CC(C(N)=O)Oc3ccccc32)cc1 (stereo not drawn) | -8 | -15 | -15 | -2 | 5 | 15 | -2 | 2.7 | -8
28 | COC(=O)c1c(NC(=O)COC(=O)c2ccc(O)cc2)sc2c1CCCCC2 | -6 | -8 | 8 | -6 | 1 | -10 | 0 | -0.6 | -9
29 | Cc1ccccc1OCCN1CCC(Cc2ccccc2)CC1 | 9 | -8 | -19 | -20 | 5 | 29 | -3 | 3.8 | 4
30 | Cc1sc2cc(-c3cccc([N+](=O)[O-])c3)c(-c3cccc([N+](=O)[O-])c3)c[n+]2c1C | 32* | -3 | -6 | -10 | 1 | 11 | -10 | 0.4 | -14

Next section; it opens with the three that closed the last part.
Letter code: A = M1 antag; B = OXTR potentiate; C = CHO-K1 Ca antag; D = TAAR1 antagonist; E = TAAR1 agonist; F = CHO-K1 Ca PAM; G = M1 ag; H = M1 ag parental; I = CHO parental Ca
(28) COC(=O)c1c(NC(=O)COC(=O)c2ccc(O)cc2)sc2c1CCCCC2
  A: -6 | B: -8 | C: 8 | D: -6 | E: 1 | F: -10 | G: 0 | H: -0.6 | I: -9
(29) Cc1ccccc1OCCN1CCC(Cc2ccccc2)CC1
  A: 9 | B: -8 | C: -19 | D: -20 | E: 5 | F: 29 | G: -3 | H: 3.8 | I: 4
(30) Cc1sc2cc(-c3cccc([N+](=O)[O-])c3)c(-c3cccc([N+](=O)[O-])c3)c[n+]2c1C
  A: 32* | B: -3 | C: -6 | D: -10 | E: 1 | F: 11 | G: -10 | H: 0.4 | I: -14
(31) CCc1nnc(NC(=O)CCC(=O)O)s1
  A: -7 | B: 2 | C: -8 | D: -3 | E: 0 | F: 35 | G: -3 | H: 0.2 | I: -4
(32) O=C1/C(=C/c2cccc(O)c2)SC(=S)N1CC1CCCO1 (stereo not drawn)
  A: -7 | B: -8 | C: -10 | D: -16 | E: 0 | F: 14 | G: 2 | H: 4.1 | I: -4
(33) CN(c1ccccc1)S(=O)(=O)c1ccc(C(=O)OCC(=O)NCc2cccs2)cc1
  A: -33 | B: -8 | C: -7 | D: -5 | E: -1 | F: 10 | G: -7 | H: 0.7 | I: -3
(34) CN(C)c1ccc(/C=N/NC(=O)c2ccco2)cc1
  A: 7 | B: 1 | C: 7 | D: 8 | E: 6 | F: 16 | G: -5 | H: 6.1 | I: -10
(35) O=C(Cn1cc(C(=O)C2CC2)c2ccccc21)NC1CCCC1
  A: -3 | B: -7 | C: -13 | D: 1 | E: 23 | F: 3 | G: 4 | H: 0.5 | I: -16
(36) COCCNC(=O)c1onc(CSc2cc(C)cc(C)c2)c1C(=O)O
  A: -10 | B: 1 | C: -14 | D: 20 | E: 19 | F: 9 | G: -3 | H: -0.2 | I: 2
(37) Cc1ccc(N2CCN(C(=O)c3nn(C)c4c3CS(=O)(=O)c3ccccc3-4)CC2)c(C)c1
  A: 6 | B: -6 | C: -1 | D: . | E: . | F: -12 | G: -2 | H: 0.4 | I: -12
(38) CC(O)CNc1ccc([N+](=O)[O-])cc1S(=O)(=O)N1CCOCC1 (stereo not drawn)
  A: -8 | B: -12 | C: -8 | D: -9 | E: -1 | F: 1 | G: -4 | H: 0.7 | I: -10
(39) CC(OC(=O)c1cc(S(=O)(=O)N(C)c2ccccc2)ccc1Cl)C(=O)Nc1ccc2c(c1)OCCO2 (stereo not drawn)
  A: -2 | B: -3 | C: -3 | D: 12 | E: 4 | F: 18 | G: -8 | H: 0.9 | I: -5
(40) COc1ccc(-c2cc(C(=O)NCC3CCCO3)c3ccccc3n2)cc1 (stereo not drawn)
  A: -1 | B: -9 | C: -11 | D: 11 | E: 8 | F: 13 | G: -3 | H: 2.8 | I: -22
(41) Cc1occc1C(=O)Nc1nnc(-c2cccs2)s1
  A: -3 | B: 1 | C: -2 | D: -1 | E: 4 | F: 2 | G: -3 | H: 0.5 | I: 7
(42) Cc1cc(C(=O)Cn2ncc(Cl)c(Cl)c2=O)c(C)n1CC(F)(F)F
  A: -1 | B: -1 | C: -18 | D: 9 | E: 1 | F: 25 | G: 2 | H: -0.9 | I: -6
(43) CCCc1cc(C(=O)N2CCCC(C(=O)c3cc(C)c(OC)c(C)c3)C2)n(C)n1 (stereo not drawn)
  A: 4 | B: -8 | C: 1 | D: -26 | E: 0 | F: -7 | G: -2 | H: 2.0 | I: -29
(44) COCCCn1c(SCc2cc(=O)[nH]c3ccccc23)nnc1-c1ccco1
  A: 10 | B: -2 | C: -6 | D: . | E: . | F: 19 | G: 2 | H: 1.1 | I: -11

3 entries from above, ordered by heavy-atom count, lowest first.
Letter code: A = M1 antag; B = OXTR potentiate; C = CHO-K1 Ca antag; D = TAAR1 antagonist; E = TAAR1 agonist; F = CHO-K1 Ca PAM; G = M1 ag; H = M1 ag parental; I = CHO parental Ca
(36) COCCNC(=O)c1onc(CSc2cc(C)cc(C)c2)c1C(=O)O
  A: -10 | B: 1 | C: -14 | D: 20 | E: 19 | F: 9 | G: -3 | H: -0.2 | I: 2
(40) COc1ccc(-c2cc(C(=O)NCC3CCCO3)c3ccccc3n2)cc1 (stereo not drawn)
  A: -1 | B: -9 | C: -11 | D: 11 | E: 8 | F: 13 | G: -3 | H: 2.8 | I: -22
(43) CCCc1cc(C(=O)N2CCCC(C(=O)c3cc(C)c(OC)c(C)c3)C2)n(C)n1 (stereo not drawn)
  A: 4 | B: -8 | C: 1 | D: -26 | E: 0 | F: -7 | G: -2 | H: 2.0 | I: -29
